Screening data as filed in PubChem BioAssay.
FLuc inh: firefly luciferase inhibition; purified firefly luciferase, luminescence, 8 min; Potency, µM (top dose mostly 57.1 µM), for inactives: at the highest dose activity change, negative = inhibition, most hits filed as inhibitors; 72,000 compounds, 2.2% hits; AID 411; P08659; also: potency is read from the fitted curve at half-maximal effect; % is scaled to controls: 0 for no effect and ±100 for the full control effect; nearly all actives have a fitted effect of over 40% in size
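Substrate buffer containing 10 uM ATP (pH 7.2 imidazole, Mg2+, KCl, detergent, BSA) is dispensed, compound pinned in, then luciferase/luciferin detector mix added. After 8 min at ambient temperature, light output is measured.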
Rhodamine autofl: compound fluoresces in the rhodamine spectral region. Rhodamine-region fluorescence, 547/598 nm, Tris buffer; hits give high values. max dye-equivalent concentration, M. 59,000 compounds, 0.05% hits. AID 594; in the data active = max dye-equivalent concentration above about 11 nM; inconclusive = between about 1.1 nM and that limit
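Compounds in 100 mM Tris buffer, pH 8.0, were incubated 15 min at room temperature, then read at 547 nm excitation and 598 nm emission. Fluorescence was normalized against a per-plate six-point rhodamine standard curve as dye-equivalent concentration.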
HEK293 cAMP ctrl: raises cAMP in parental HEK293 cells, TSHR agonist counter-screen; parental HEK293 CNG cAMP sensor, membrane potential fluorescence; Potency, µM (doses to about 57.1 µM), for inactives: at the highest dose activation, actives largely listed as activators; 73,000 compounds, 2.5% hits; AID 938; also: potency is read from the fitted curve at half-maximal effect; % of control where 0% means no effect; nearly all actives have a fitted effect of over 55% in size
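Parental HEK 293 cells stably expressing a modified CNG channel (no TSHR) report cAMP rise as membrane depolarization. Membrane potential dye with 100 uM RO 20-1724 was loaded for 60 min at room temperature, then compound added for 30 min; fluorescence read at 590 nm.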
HADH2 inh: blocks human hydroxyacyl-CoA dehydrogenase type II. Q99714. recombinant HADH2, NADH fluorescence, beta-hydroxybutyryl-CoA. Potency, µM (titrated, usually from 57.1 µM), for the others: top-dose activity change, negative = inhibition, most hits filed as inhibitors. 73,000 compounds, 3.4% hits; also: potency is read from the fitted curve at half-maximal effect; % is scaled to controls: 0 for no effect and ±100 for the full control effect; nearly all actives have a fitted effect of over 60% in size; many of its hits are not listed in these tables
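Buffer 100 mM Tris-HCl pH 9.0/0.01% Tween-20; HADH2 20 nM; NAD+ 1 mM; beta-hydroxybutyryl-CoA 90 uM (all final). 15 min cpd preincubation, RT.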
Caspase-7 inhib: allosteric or competitive inhibitors of human caspase-7. 75,000 compounds, 0.02% hits. Potency, µM (highest dose often 57.5 µM), for inactives: top-dose activity change, negative = inhibition, hits mostly inhibitors. P55210. recombinant caspase-7, Ac-DEVD-AFC fluorescence rate; active = well fitted inhibition curve with a large enough effect in the main read-out, with a control signal flat, not every such curve was filed as active; inconclusive = small, poorly fitted or top-dose-only effect, or a change in a side signal; also: potency is read from the fitted curve at half-maximal effect; % of control where 0% means no effect
Texas Red fluor: compound fluoresces in the Texas Red spectral region | Compound fluorescence, Texas Red channel, 547/618 nm; hits give high values | max dye-equivalent concentration, M | 59,000 compounds, 0.06% hits | AID 587; in the data active = max dye-equivalent concentration above about 10 nM; inconclusive = between about 1.1 nM and that limit
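Fluorescence at ex 547/em 618 nm, normalized against an on-plate Texas Red standard series to give dye-equivalent concentration per compound concentration. Buffer 100 mM Tris, pH 8.0; 15 min RT incubation before CCD imaging.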
Fluorescein autfl: compound fluoresces in the fluorescein spectral region; max fluorescein-equivalent concentration, M; 59,000 compounds, 0.91% hits; Compound autofluorescence, 480/540 nm, fluorescein-equivalent; hits give high values; in the data active = max fluorescein-equivalent concentration above about 10 nM; inconclusive = between about 1.1 nM and that limit
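Compounds were pin-transferred into 100 mM Tris buffer, pH 8.0, and incubated 15 min at room temperature. Fluorescence was read at 480 nm excitation/540 nm emission. Signals were normalized to an on-plate six-point fluorescein standard curve as dye-equivalent concentration.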
Tau fil binding: tau filament binding | 71,000 compounds, 2% hits | P10636 | recombinant tau filaments, thioflavin S fluorescence, 15 h; filaments grown with octadecylsulfate alongside compound | AID 596 | Potency, µM (doses to about 57.1 µM), without a hit: at the highest dose activity change, negative = inhibition;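 also: potency is read from the fitted curve at half-maximal effect; % is scaled to controls: 0 for no effect and ±100 for the full control effect; actives lower thioflavin S fluorescence by blocking filaments or displacing dye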
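Tau 2 uM in ThS buffer dispensed; compound added; 60 uM ODS added (finals 1 uM tau, 30 uM ODS); 15 h 37 C; fluor ex450/em510.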
ERK AVP inh: vasopressin-driven ERK pathway inhibition. AID 995. Potency, µM (highest dose often 57.5 µM), without a hit: at the highest dose activity, negative = inhibition, usual class: inhibitors. HEK293-V1b, vasopressin-stimulated pERK AlphaScreen. 72,000 compounds, 0.99% hits; also: potency is read from the fitted curve at half-maximal effect; % is scaled to controls: 0 for no effect and ±100 for the full control effect; nearly all actives have a fitted effect of over 55% in size
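HEK293 cells stably expressing V1b receptor, preincubated 30 min at 37 °C with compound, then stimulated 5 min with 25 nM vasopressin. Phospho-ERK by AlphaScreen SureFire after 5 h RT; normalized to DMSO and vasopressin; AC50 by Hill fit.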
USP2a inhib: inhibitors of human ubiquitin-specific protease USP2a. O75604. USP2a enzymatic assay, qHTS inhibition. Potency, µM (highest dose often 38.3 µM), without a hit: top-dose activity change, negative = inhibition, usual class: inhibitors. 60,000 compounds, 0.1% hits;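 also: potency is read from the fitted curve at half-maximal effect; nearly all actives have a fitted effect of over 60% in size; plate controls were DMSO for no effect and NEM full inhibition control for full effect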
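Coupled readout: USP2-cleaved Ub-PLA2 (20nM final) turns over NBD C6-HPC (20uM final), Ex 460nm/Em 535nm after 2.5 h, time-zero read flagging artifacts. Enzyme (20nM final, pH 8.0 Tris) given 30 min RT with compound first; NEM defines full inhibition.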
Caspase-1 inhib: blocks human caspase-1 allosterically or competitively. P29466. Caspase-1 enzyme, Ac-WEHD-AFC fluorogenic rate. Potency, µM (series often up to 57.5 µM), for the others: at the top dose activity change, negative = inhibition, most hits filed as inhibitors. 75,000 compounds, 0.03% hits. AID 900;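 also: potency is read from the fitted curve at half-maximal effect; plate controls were vehicle for no effect and no substrate for full effect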
* hit, by the source's call; i = inactive; u = inconclusive; x = not tested or not shown; & = joins results of further samples; [ ] = dose if it differs, or a comment. Unless noted, calls follow the shape of the dose curve; as a rule, active = well fitted curve in the direction sought with a large enough effect; inconclusive = small, poorly fitted or top-dose-only effect, or another doubt; inactive = no such curve, though single readings can be large; an effect the other way counts as inactive or inconclusive. This is a subset; count on the stated rates, not on these rows.

mol	Tau fil binding	Fluorescein autfl	Caspase-1 inhib	Caspase-7 inhib	USP2a inhib	Rhodamine autofl	HADH2 inh	Texas Red fluor	HEK293 cAMP ctrl	FLuc inh	ERK AVP inh
Cc1nc(CN2CCCCC2)c(O)c(=O)[nH]1	4%[11.4 µM]	i	-1%[11.5 µM]	0%[11.5 µM]	x	i	0%[11.4 µM]	i	14%[11.4 µM]	0%[11.4 µM]	-14%[11.5 µM]
O=C(CCOc1ccccc1)NCc1ccccc1	-4%	i	-6%	0%	-3%	i	11%	i	6%	0%	-3%
c1ccc(-n2nnnc2Oc2cccc3cccnc23)cc1	-14%	i	0%	0%	21%	i	12%	i	7%	0%	-16%
CC1Cc2ccccc2N1C(=O)COC(=O)C1=COCCO1 (configuration not stated)	9%	u	2%	-1%	3%	i	3%	u	-10%	1%	11%
COc1cc(C)cc(OC)c1/C=C\C(=O)O	-10%[11.4 µM]	i	-3%[11.5 µM]	1%[11.5 µM]	x	i	5%[11.4 µM]	i	9%[11.4 µM]	3%[11.4 µM]	11%[11.5 µM]
Cc1oc(C)c(C(=O)NCCCC(=O)O)c1C(=O)NCCCC(=O)O	-2%	i	0%	1%	2%	i	2%	i	4%	1%	12%
Cc1ccc(-n2nnnc2SCCNS(=O)(=O)c2ccccc2)cc1C	-2%[11.4 µM]	x	-1%	-2%	8%[7.66 µM]	x	1%[11.4 µM]	x	u	-1%	-3%
COc1ccc(CC(=O)OCc2cc3cccc(C)c3[nH]c2=O)cc1	96%	u	-2%	0%	5%	i	5%	i	27%	4%	-3%
Cc1ccc(-c2cc3c(nn2)-c2ccccc2C3=O)cc1	1µM*	x	-1%	2%	10%[7.66 µM]	x	-2%[11.4 µM]	x	7%[11.4 µM]	0.25µM*	u
COc1ccc(CCNC(=O)c2cnccn2)cc1	-28%	x	-4%	-3%	x	x	7%	x	-4%	-4%	x
O=C(O)CP(=O)(c1ccccc1)c1ccccc1	18%	x	1%	0%	0%	x	-8%	x	-6%	0%	12%
Cc1ccsc1C1C2=C(CCCC2=O)Nc2ncnn21 (configuration not stated)	11%	i	-5%	-1%	-3%	i	-10%	i	1%	3%	-21%
COc1ccc(COC(=O)N/N=C2/C[C@@H](O)[C@@H](O)[C@@H]3[C@@H]4C(=O)N(c5cccc(Oc6ccccc6)c5)C(=O)[C@H]4CC[C@H]23)cc1	x	x	-3%[11.5 µM]	0%[11.5 µM]	x	x	13%[11.4 µM]	x	16%[11.4 µM]	1%[11.4 µM]	0%[11.5 µM]
CCC(=O)Nc1cccc(-c2cn3ccsc3n2)c1	0%	i	0%	5%	3%	i	-4%	u	-3%	u	-9%
CS(=O)(=O)N1CCc2cc(C(=O)N3CCCCC3)ccc21	0%	i	1%	-1%	-6%	i	5%	i	5%	2%	-8%
CC(=O)Nc1ccc(S(=O)(=O)NCC(C)NS(=O)(=O)c2ccc(NC(C)=O)cc2)cc1 (configuration not stated)	6%	i	0%	-3%	-6%	i	1%	i	0%	-1%	-4%
Nc1ccc(S(=O)(=O)c2ccc(N)cc2)cc1	3%	u	2%	-1%	-8%	i	3%	i	-16%	0%&2%[25.5 µM]	16%
CC(C)NC(=O)[C@@H]1C[C@H]1[C@@H](NC(=O)OCc1ccccc1)c1ccccc1	-7%	x	-1%	0%	x	x	8%	x	u	x	0%
O=C(C1CCN(S(=O)(=O)c2cccc3nsnc23)CC1)N1CCc2ccccc2C1	-27%	i	-1%	-2%	40%[activator]	i	4%	i	-1%	1%	18%
COc1cccc(N2CC(C)Cn3c2nc2c3c(=O)n(CCN3CCOCC3)c(=O)n2C)c1 (configuration not stated)	14%	i	1%	0%	5%	i	-11%	u	-5%	1%	-10%
CC(C)(C)NC1=CC(=O)OC12CCCCC2	17%[11.4 µM]	x	2%	0%	1%[7.66 µM]	x	10%[11.4 µM]	x	0%[11.4 µM]	-1%	-5%
CCC(=O)OCC(=O)[C@@]1(OC(=O)CC)[C@H](C)C[C@@H]2[C@@H]3[C@H]([C@@H](O)C[C@@]21C)[C@]1(C)C=CC(=O)C=C1C[C@@H]3Cl	4%[25.6 µM]	i	1%[25.7 µM]	1%[25.7 µM]	36%[activator][17.1 µM]	i	0%[25.6 µM]	i	-1%[25.6 µM]	2%[25.5 µM]	8%[25.7 µM]
Cc1ccc2cccc(S(=O)(=O)N3CCN(c4cccc(Cl)c4)CC3)c2n1	30%	i	-2%	-2%	19%	i	6%	i	18%	0%	-21%
COc1ccc(Oc2ncc3nc(-c4cccc(C#N)c4)c(=O)n(CCC#N)c3n2)cc1	-1%	u	-11%	-21%	159%[activator]	i	-3%	i	u	1%[11.4 µM]	u
CO[C@H]1COC(=O)[C@@H](C)COC(=O)[C@@H](COCc2ccccc2)NC(=O)C/C=C\[C@H]1C	x	x	-4%[11.5 µM]	-1%[11.5 µM]	x	x	6%[11.4 µM]	x	0%[11.4 µM]	1%[11.4 µM]	10%[11.5 µM]
O=C(Cn1cnc2c(oc3ccccc32)c1=O)N1CCN(c2ccccc2)CC1	-6%	i	-1%	0%	1%	i	2%	i	7%	0%	-5%
CCOC(=O)CSC1=C(C#N)C(c2ccccc2C)C2=C(CCCC2=O)N1 (configuration not stated)	-8%	u	-3%	-5%	1%	i	-29%	i	12%	-4%	7%
CC(C)Sc1nnc([C@@H]2CCCN2C(=O)OC(C)(C)C)o1	-13%	i	0%	-2%	9%	i	-10%	i	7%	2%	4%
Cc1nnc(SCC(=O)c2c(N)n(C)c(=O)n(C)c2=O)[nH]c1=O	-3%	i	1%	-1%	-7%	i	3%	i	13%	-25%	1%
O=C1CN(C(=O)COC(=O)C23CC4CC(CC(O)(C4)C2)C3)c2ccccc2N1	-3%	u	1%	-2%	10%	i	11%	i	-2%	-1%	-4%
CN(C)Cc1ccccc1-c1cc(Nc2ccccc2)ncn1	7%	u	0%	1%	-2%	i	3%	i	29%	2%[2.29 µM]	-17%
CC(C#N)On1c(SC(C)C#N)nc2ccccc2c1=O (configuration not stated)	-2%	i	0%	2%	-1%	i	9%	u	25%	1%	-26%
Cc1nc2ncnn2c(C)c1CCC(=O)O	-3%	u	3%	0%	0%	i	4%	u	-5%	1%	-11%
CCCCOC(=O)Cn1c(=O)oc2ccc(C)cc21	-4%	x	-2%	-2%	x	x	-4%	x	10%	-1%	28%
CN(C)c1ccc(NC(=O)Cn2ncn3c(cc4ccccc43)c2=O)cc1	13µM*	i	1%	0%	2%	i	32%[activator]	i	-9%	7%	-15%

Molecules from the list above that contain a Cl atom:
mol	Tau fil binding	Fluorescein autfl	Caspase-1 inhib	Caspase-7 inhib	USP2a inhib	Rhodamine autofl	HADH2 inh	Texas Red fluor	HEK293 cAMP ctrl	FLuc inh	ERK AVP inh
CCC(=O)OCC(=O)[C@@]1(OC(=O)CC)[C@H](C)C[C@@H]2[C@@H]3[C@H]([C@@H](O)C[C@@]21C)[C@]1(C)C=CC(=O)C=C1C[C@@H]3Cl	4%[25.6 µM]	i	1%[25.7 µM]	1%[25.7 µM]	36%[activator][17.1 µM]	i	0%[25.6 µM]	i	-1%[25.6 µM]	2%[25.5 µM]	8%[25.7 µM]
Cc1ccc2cccc(S(=O)(=O)N3CCN(c4cccc(Cl)c4)CC3)c2n1	30%	i	-2%	-2%	19%	i	6%	i	18%	0%	-21%

Shown with values under each structure: 4 of the compounds above.
Each structure is followed by: Tau fil binding	Fluorescein autfl	Caspase-1 inhib	Caspase-7 inhib	USP2a inhib	Rhodamine autofl	HADH2 inh	Texas Red fluor	HEK293 cAMP ctrl	FLuc inh	ERK AVP inh
c1ccc(-n2nnnc2Oc2cccc3cccnc23)cc1
 : -14%	i	0%	0%	21%	i	12%	i	7%	0%	-16%
CS(=O)(=O)N1CCc2cc(C(=O)N3CCCCC3)ccc21
 : 0%	i	1%	-1%	-6%	i	5%	i	5%	2%	-8%
CC(=O)Nc1ccc(S(=O)(=O)NCC(C)NS(=O)(=O)c2ccc(NC(C)=O)cc2)cc1 (configuration not stated)
 : 6%	i	0%	-3%	-6%	i	1%	i	0%	-1%	-4%
COc1cc(C)cc(OC)c1/C=C\C(=O)O
 : -10%[11.4 µM]	i	-3%[11.5 µM]	1%[11.5 µM]	x	i	5%[11.4 µM]	i	9%[11.4 µM]	3%[11.4 µM]	11%[11.5 µM]
